# Mcl-1 Bim block: inhibitors of Bim-Mcl-1 interaction, human; Q07820; Bead-based flow cytometry, Bim peptide-Mcl-1 binding; inhibition, % at 10 µM; hit rate 0.1% among 190,000; in the data active = inhibition above about 40%;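 note: 0% = no compound tracer wells and 100% = peptide blocker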
# Avidin bead fluor: compound fluoresces at 488/530 nm on avidin beads; fluorescence (KMESF) at 10 µM; hit rate 0.38% among 220,000; compound fluorescence 488/530 nm, flow cytometry; stronger effect = higher value; in the data active = fluorescence above about 47; note: inactives centre near 10
# RGS8-Gao reg: modulates binding of RGS8 to human Galphao; P09471; multiplexed bead flow cytometry; actives lie on both sides; response (percent of control binding), % at 10 µM; hit rate 0.34% among 220,000; in the data active = response below about 60% or above about 140%; inactive = in between;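 note: Galphao activated as the GDP aluminium fluoride complex binding bead-coupled RGS8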
# Mcl1 Bid PPI: disrupts binding of human Mcl-1 to Bid peptide; AID 1021; inhibition, % at 21.7 µM; hit rate 0.97% among 220,000; Q07820; TR-FRET Mcl-1/Bid-Dy647 peptide binding, 1536-well;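 active = compounds that cut the binding signal by more than half at the single screening dose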;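 note: His-tagged Mcl-1 with europium anti-His antibody binding Bid BH3 peptide; 0% = Mcl-1 plus peptide wells and 100% = peptide-only wells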
# ABCG2 inh: human ABCG2 inhibition, ABCB1 as counter-screen. Q9UNQ0. IgMXP3 cells, JC-1 efflux, flow cytometry. inhibition, % at 6.6 µM. hit rate 0.1% among 190,000;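 active = inhibition above 80%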;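 note: 0% = DMSO and 100% = nicardipine control wells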
#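 Times: 10 min at 25 °C | Test system: Two drug-resistant human cell lines, ABCG2 and ABCB1 | Quantity: 3 million cells/mL final, two lines in 1:1 ratio | Signal: Flow cytometry, 530 nm JC-1 signal | Dosing: Compound at 6.6 µM | Controls: Nicardipine and DMSO wells | Reagent: JC-1 as fluorescent efflux pump substrate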
# Pf gametocyte: P. falciparum stage V gametocyte viability inhibition. P. falciparum stage V gametocytes, ATP luminescence, 24 h. inhibition, % at 10.9 µM. hit rate 0.065% among 150,000;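 active = inhibition above the mean plus 3 SD of compounds within the control limits, set per campaign, cut at about 38% in these data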;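 note: 0% = DMSO wells and 100% = medium only without gametocytes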
# GSH fluor: GSH bead compound fluorescence profile | GSH beads flow cytometry, compound fluorescence 488/530 nm; stronger effect = higher value | fluorescence (KMESF) at 10 µM | hit rate 0.25% among 190,000 | AID 1776; in the data active = fluorescence above about 89;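 note: glutathione beads carrying GST-tagged Bcl family fusion proteins plus one bare bead set; values are compound well signal with DMSO vehicle wells as background; inactives centre near 16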
# ABCB1 inh: human ABCB1 inhibition, ABCG2 as counter-screen; P08183; hit rate 0.067% among 190,000; inhibition, % at 6.6 µM; CCRF-Adr cells, JC-1 efflux, flow cytometry; AID 1326; in the data active = inhibition above about 40%;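 note: 0% = vehicle and 100% = reference inhibitor; higher value means more JC-1 retained so stronger ABCB1 efflux block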
# Target sequence (P08183 whole entry, looked up): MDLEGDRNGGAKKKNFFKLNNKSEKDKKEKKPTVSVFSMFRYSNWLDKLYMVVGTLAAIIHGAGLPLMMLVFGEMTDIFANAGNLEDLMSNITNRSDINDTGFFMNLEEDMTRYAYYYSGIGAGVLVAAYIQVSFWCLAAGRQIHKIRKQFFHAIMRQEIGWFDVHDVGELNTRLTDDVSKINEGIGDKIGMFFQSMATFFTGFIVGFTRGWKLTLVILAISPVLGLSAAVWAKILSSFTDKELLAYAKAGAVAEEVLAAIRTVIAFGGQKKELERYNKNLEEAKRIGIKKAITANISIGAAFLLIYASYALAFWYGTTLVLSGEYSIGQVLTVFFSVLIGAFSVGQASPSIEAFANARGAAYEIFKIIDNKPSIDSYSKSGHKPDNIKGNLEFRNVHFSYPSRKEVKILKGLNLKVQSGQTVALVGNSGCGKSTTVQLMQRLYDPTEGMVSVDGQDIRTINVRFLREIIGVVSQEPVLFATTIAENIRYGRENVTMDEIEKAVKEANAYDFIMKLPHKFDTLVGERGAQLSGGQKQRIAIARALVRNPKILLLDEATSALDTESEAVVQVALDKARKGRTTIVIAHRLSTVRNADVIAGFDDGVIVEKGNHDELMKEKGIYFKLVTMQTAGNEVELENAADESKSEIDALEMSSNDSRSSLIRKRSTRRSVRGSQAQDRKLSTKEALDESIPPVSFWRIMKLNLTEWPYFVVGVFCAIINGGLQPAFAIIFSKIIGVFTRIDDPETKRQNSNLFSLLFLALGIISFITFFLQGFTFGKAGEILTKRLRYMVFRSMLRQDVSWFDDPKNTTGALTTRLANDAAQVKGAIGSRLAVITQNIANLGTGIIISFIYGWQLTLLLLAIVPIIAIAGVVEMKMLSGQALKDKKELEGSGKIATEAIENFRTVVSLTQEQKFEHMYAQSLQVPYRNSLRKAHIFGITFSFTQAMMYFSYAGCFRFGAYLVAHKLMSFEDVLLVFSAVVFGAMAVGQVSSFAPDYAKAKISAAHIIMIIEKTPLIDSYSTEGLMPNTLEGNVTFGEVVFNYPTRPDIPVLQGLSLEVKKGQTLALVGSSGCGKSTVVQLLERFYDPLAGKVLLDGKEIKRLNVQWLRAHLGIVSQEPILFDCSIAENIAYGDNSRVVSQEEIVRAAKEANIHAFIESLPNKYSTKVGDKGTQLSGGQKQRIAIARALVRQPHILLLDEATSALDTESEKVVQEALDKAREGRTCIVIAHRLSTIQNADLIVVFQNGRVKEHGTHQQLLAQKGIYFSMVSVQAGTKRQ
# RGS7-Gao: modulates binding of RGS7 to human Galphao; hit rate 0.35% among 220,000; binding response (% of control), % at 10 µM; Multiplexed bead flow cytometry; actives lie on both sides; AID 1439; P09471; in the data active = binding response below about 49% or above about 150%; inconclusive = no clear call, values can overlap the other calls; inactive = in between;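 note: fluorescent Galphao held in activated GDP-AlF4 state binding bead-coupled RGS7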
# RGS4-Gao reg: human RGS4-Galphao interaction regulation | binding response (% of control), % at 10 µM | Multiplexed bead flow cytometry, RGS4-Galphao binding; actives lie on both sides | P09471 | hit rate 0.33% among 220,000 | AID 1415; in the data active = binding response below about 49% or above about 150%; inactive = in between;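 note: fluorescent Galphao activated with aluminum fluoride binding bead-coupled RGS4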
# Mcl1-Noxa inh: disrupts binding of human Mcl-1 to Noxa peptide | Q07820 | TR-FRET Mcl-1/Noxa peptide binding, 2 h | inhibition, % at 21.7 µM | hit rate 1.5% among 220,000 | AID 1022;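 active = compounds that cut the protein-peptide binding signal by more than 50% relative to plate controls in a single-dose test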;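 note: His-tagged Mcl-1 with rhodamine Noxa BH3 peptide and terbium anti-His antibody; 0% = Mcl-1 plus Noxa peptide wells and 100% = peptide-only wells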
# * hit, by the source's call; u = inconclusive; x = no result given.
1. Cc1cccc(N=C2CSC(=O)N2)c1
2. Clc1ccc(CSc2nnc([C@@H]3CCCN3)o2)cc1Cl
3. CCc1nnc(NC(=O)c2csc3c2CCC(C)C3)s1 (centres undefined)
4. CN(CCC#N)C(=O)COC(=O)c1ccc(Cl)cc1O
5. COc1ccc(OC)c(N2CC(O)(c3ccccc3)[N+]3=C2SCCC3)c1 (centres undefined)

compound no.	1	2	3	4	5
Mcl-1 Bim block	-24	0	0	-2	-1
Avidin bead fluor	21	13	11	12	9
RGS8-Gao reg	93	101	107	100	102
Mcl1 Bid PPI	-1	16	-12	11	-6
ABCG2 inh	3	1	-2	0	-2
Pf gametocyte	-12	1	x	-4	-9
GSH fluor	8	29	15	15	19
ABCB1 inh	0.4	0.7	-1.1	-0.5	-0.9
RGS7-Gao	100	102	104	97	98
RGS4-Gao reg	97	101	99	102	102
Mcl1-Noxa inh	3	13	6	-11	-3

6. CC(C)(C)n1nnnc1C(c1cccnc1)N1CCN(c2ccccc2)CC1 (centres undefined)
7. Cc1cc(N2CCOCC2)nc2ccc(NC(=S)N3CCCCC3C)cc12 (centres undefined)
8. CN(C1CCCCC1)S(=O)(=O)c1ccc(NC(=O)Cn2nc(-c3ccc(F)cc3)ccc2=O)cc1
9. CCCc1cc(-c2nc(-c3ccc(Br)cc3)cs2)ccn1
10. CC(C)(CSc1nncn1N)NS(=O)(=O)c1ccc(Cl)cc1

compound no.	6	7	8	9	10
Mcl-1 Bim block	-3	-4	-1	0	-3
Avidin bead fluor	30	18	4	5	5
RGS8-Gao reg	100	121	97	68	97
Mcl1 Bid PPI	-24	-49	0	6	5
ABCG2 inh	0	-1	1	6	1
Pf gametocyte	x	-15	-30	x	-32
GSH fluor	12	9	11	7	45
ABCB1 inh	-0.1	-0.8	0.5	0.2	0.3
RGS7-Gao	100	105	105	76	99
RGS4-Gao reg	102	108	92	83	97
Mcl1-Noxa inh	17	8	-55	19	-23

11. CC(C)(Oc1ccc(Cl)cc1)C(=O)N1CCC(C(N)=O)CC1
12. COc1cccc(CSc2nc3ccccc3cc2C=O)c1
13. CC(=O)Nc1cccc2c1C(=O)N(c1ccc(OC(C)=O)cc1)C2=O
14. O=C(CC1NCCNC1=O)Nc1cccc([N+](=O)[O-])c1 (centres undefined)
15. Clc1ccc(OCCN2CCN(c3ncnc4sccc34)CC2)cc1

compound no.	11	12	13	14	15
Mcl-1 Bim block	1	-3	0	58*	-5
Avidin bead fluor	9	34	10	9	12
RGS8-Gao reg	102	101	102	102	102
Mcl1 Bid PPI	-19	-1	-17	-23	-1
ABCG2 inh	1	0	1	9	7
Pf gametocyte	x	-41	x	x	-13
GSH fluor	11	11	16	15	27
ABCB1 inh	1.3	-0.1	-0.1	0.4	1.1
RGS7-Gao	99	99	98	107	99
RGS4-Gao reg	105	102	103	103	101
Mcl1-Noxa inh	-4	5	28	15	5

16. O=[N+]([O-])c1cc(CN2CCOCC2)c2cccnc2c1O
17. CCOc1ccc(OCC)c(NC(=O)CN2CCC(NC(=O)c3cccc(F)c3)CC2)c1
18. CC(NC(=O)c1ccc(F)cc1)C(=O)NC1=NCCS1 (centres undefined)
19. Cc1cc(C)c(C)c(S(=O)(=O)N2CCC(C(=O)Nc3ccccc3N3CCOCC3)CC2)c1C
20. CC(C)N1CCC(=NNc2ccc([N+](=O)[O-])cc2S(=O)(=O)N2CCOCC2)CC1

compound no.	16	17	18	19	20
Mcl-1 Bim block	-1	-7	-2	-2	-1
Avidin bead fluor	9	28	10	12	10
RGS8-Gao reg	99	100	99	99	101
Mcl1 Bid PPI	-16	-20	-15	-7	-41
ABCG2 inh	-1	26	2	29	6
Pf gametocyte	x	8	8	-5	13
GSH fluor	22	20	12	12	18
ABCB1 inh	-0.1	4.3	0.6	11	1.5
RGS7-Gao	u	94	97	100	108
RGS4-Gao reg	101	98	99	99	101
Mcl1-Noxa inh	94*	14	-3	-1	14

21. COC(=O)CCCc1nc2ccccc2s1
22. Cc1cc(C(=O)NNC(=S)NC(=O)/C=C/c2ccccc2Cl)n[nH]1
23. CC(C)(C)NC(=O)CN(Cc1cccs1)C(=O)c1csnn1
24. Cc1[nH]n(-c2ccccc2)c(=O)c1C=Nc1cccc2cccnc12
25. O=C1/C(=C/c2cccnc2)SC(=S)N1C1CCS(=O)(=O)C1 (centres undefined)

compound no.	21	22	23	24	25
Mcl-1 Bim block	-2	-10	-1	0	1
Avidin bead fluor	11	15	6	15	6
RGS8-Gao reg	100	101	102	105	100
Mcl1 Bid PPI	-8	-103	-21	-56	-27
ABCG2 inh	25	-4	-1	-3	2
Pf gametocyte	-9	x	x	17	12
GSH fluor	24	30	48	4	8
ABCB1 inh	0.6	-3.2	-0.2	-0.5	0.0
RGS7-Gao	100	98	97	101	102
RGS4-Gao reg	99	102	97	102	105
Mcl1-Noxa inh	12	-60	-1	-1	-44

# Part of the list above in order of molecular weight, low to high:
14. O=C(CC1NCCNC1=O)Nc1cccc([N+](=O)[O-])c1 (centres undefined)
16. O=[N+]([O-])c1cc(CN2CCOCC2)c2cccnc2c1O
4. CN(CCC#N)C(=O)COC(=O)c1ccc(Cl)cc1O
11. CC(C)(Oc1ccc(Cl)cc1)C(=O)N1CCC(C(N)=O)CC1
2. Clc1ccc(CSc2nnc([C@@H]3CCCN3)o2)cc1Cl
23. CC(C)(C)NC(=O)CN(Cc1cccs1)C(=O)c1csnn1
25. O=C1/C(=C/c2cccnc2)SC(=S)N1C1CCS(=O)(=O)C1 (centres undefined)

compound no.	14	16	4	11	2	23	25
Mcl-1 Bim block	58*	-1	-2	1	0	-1	1
Avidin bead fluor	9	9	12	9	13	6	6
RGS8-Gao reg	102	99	100	102	101	102	100
Mcl1 Bid PPI	-23	-16	11	-19	16	-21	-27
ABCG2 inh	9	-1	0	1	1	-1	2
Pf gametocyte	x	x	-4	x	1	x	12
GSH fluor	15	22	15	11	29	48	8
ABCB1 inh	0.4	-0.1	-0.5	1.3	0.7	-0.2	0.0
RGS7-Gao	107	u	97	99	102	97	102
RGS4-Gao reg	103	101	102	105	101	97	105
Mcl1-Noxa inh	15	94*	-11	-4	13	-1	-44

9. CCCc1cc(-c2nc(-c3ccc(Br)cc3)cs2)ccn1
15. Clc1ccc(OCCN2CCN(c3ncnc4sccc34)CC2)cc1
6. CC(C)(C)n1nnnc1C(c1cccnc1)N1CCN(c2ccccc2)CC1 (centres undefined)
7. Cc1cc(N2CCOCC2)nc2ccc(NC(=S)N3CCCCC3C)cc12 (centres undefined)
20. CC(C)N1CCC(=NNc2ccc([N+](=O)[O-])cc2S(=O)(=O)N2CCOCC2)CC1
17. CCOc1ccc(OCC)c(NC(=O)CN2CCC(NC(=O)c3cccc(F)c3)CC2)c1
19. Cc1cc(C)c(C)c(S(=O)(=O)N2CCC(C(=O)Nc3ccccc3N3CCOCC3)CC2)c1C

compound no.	9	15	6	7	20	17	19
Mcl-1 Bim block	0	-5	-3	-4	-1	-7	-2
Avidin bead fluor	5	12	30	18	10	28	12
RGS8-Gao reg	68	102	100	121	101	100	99
Mcl1 Bid PPI	6	-1	-24	-49	-41	-20	-7
ABCG2 inh	6	7	0	-1	6	26	29
Pf gametocyte	x	-13	x	-15	13	8	-5
GSH fluor	7	27	12	9	18	20	12
ABCB1 inh	0.2	1.1	-0.1	-0.8	1.5	4.3	11
RGS7-Gao	76	99	100	105	108	94	100
RGS4-Gao reg	83	101	102	108	101	98	99
Mcl1-Noxa inh	19	5	17	8	14	14	-1

# Going on with the list:
26. Cc1c(C(=O)OCCOC(C)C)[nH]c2c1C(=O)CC(c1ccco1)C2 (centres undefined)
27. O=C(Nc1ccccc1C(=O)NC(Cc1c[nH]c2ccccc12)C(=O)O)c1ccco1 (centres undefined)
28. CC(C)(C)OC(=O)N1CC(O)CC1C(=O)OCC(=O)c1ccccc1 (centres undefined)
29. Cc1ccc(-c2nnn(CC(=O)N(Cc3ccc(F)cc3)C(C(=O)NC3CCCC3)c3ccncc3)n2)o1 (centres undefined)
30. Cc1cc(C)cc(N2CCCn3c2nc2c3c(=O)n(CCN3CCOCC3)c(=O)n2C)c1

compound no.	26	27	28	29	30
Mcl-1 Bim block	-1	0	1	-6	-2
Avidin bead fluor	6	9	6	19	12
RGS8-Gao reg	98	107	99	98	127
Mcl1 Bid PPI	-29	-15	2	3	-31
ABCG2 inh	2	0	-2	-1	9
Pf gametocyte	x	-17	x	1	x
GSH fluor	28	12	16	25	34
ABCB1 inh	0.5	0.0	0.0	0.0	0.8
RGS7-Gao	96	101	103	95	114
RGS4-Gao reg	96	100	103	97	109
Mcl1-Noxa inh	27	20	-6	13	x

31. CC1CC2=C(C(=O)O1)C(C)Nc1ccccc1N2 (centres undefined)
32. Cc1nc2ccccc2c(=O)n1NC(=O)/C=C/c1ccccc1Cl
33. O=C(c1cccnc1)C1CCCN(Cc2nc(Cc3ccccc3)no2)C1 (centres undefined)
34. O=C(COC(=O)CCCSc1nc2ccccc2[nH]1)Nc1cccc(F)c1
35. CCOC(=O)c1c2ccc(OCC(=O)N/N=C/c3ccccc3C(F)(F)F)cc2n2ccccc12

compound no.	31	32	33	34	35
Mcl-1 Bim block	-6	-2	-4	-1	0
Avidin bead fluor	8	13	3	11	27
RGS8-Gao reg	85	104	100	102	101
Mcl1 Bid PPI	-54	-41	-17	-5	34
ABCG2 inh	1	3	-1	13	3
Pf gametocyte	-2	-1	19	-8	x
GSH fluor	15	3	10	11	19
ABCB1 inh	0.1	1.5	0.5	0.8	0.9
RGS7-Gao	87	98	100	102	97
RGS4-Gao reg	86	98	96	100	99
Mcl1-Noxa inh	6	-3	-10	0	33

# Results in RGS8-Gao reg, for two of the compounds above:
no.	canonical_smiles	RGS8-Gao reg
31	CC1CC2=C(C(=O)O1)C(C)Nc1ccccc1N2 (centres undefined)	85
34	O=C(COC(=O)CCCSc1nc2ccccc2[nH]1)Nc1cccc(F)c1	102

# Remaining list, next part:
36. Clc1ccccc1Sc1ccc(-c2ccccn2)s1
37. CC1CCCCC12NC(=O)N(CC(=O)Nc1ccccc1N1CCOCC1)C2=O (centres undefined)
38. CCOC(=O)c1c(-c2cccs2)csc1NC(=O)CN1CC(C)OC(C)C1 (centres undefined)
39. COCc1ccc(C(=O)N2CCCC(C(=O)c3cc(F)ccc3F)C2)s1 (centres undefined)
40. Cc1cc(/C=C2\C(=N)N3N=C(c4ccco4)SC3=NC2=O)c(C)n1Cc1ccccc1

compound no.	36	37	38	39	40
Mcl-1 Bim block	x	-2	-1	0	x
Avidin bead fluor	3	10	16	10	3
RGS8-Gao reg	101	104	97	94	103
Mcl1 Bid PPI	8	-1	-13	-12	-54
ABCG2 inh	x	0	8	13	x
Pf gametocyte	19	15	x	14	13
GSH fluor	x	13	28	11	x
ABCB1 inh	x	0.2	1.8	1.8	x
RGS7-Gao	u	97	98	88	u
RGS4-Gao reg	102	98	97	93	101
Mcl1-Noxa inh	-5	9	-12	4	63*
